FEN1 inhibitor – blocks human flap endonuclease 1; P39748; Recombinant FEN1 flap cleavage, fluorescence, 15 min; Potency, µM (top dose mostly 114 µM), for the others: at the top dose activity change, negative = inhibition, hits mostly inhibitors; 0.35% of 390,000 active; further: nearly all actives have a fitted effect of over 65% in size
Target sequence (P39748 whole entry, looked up): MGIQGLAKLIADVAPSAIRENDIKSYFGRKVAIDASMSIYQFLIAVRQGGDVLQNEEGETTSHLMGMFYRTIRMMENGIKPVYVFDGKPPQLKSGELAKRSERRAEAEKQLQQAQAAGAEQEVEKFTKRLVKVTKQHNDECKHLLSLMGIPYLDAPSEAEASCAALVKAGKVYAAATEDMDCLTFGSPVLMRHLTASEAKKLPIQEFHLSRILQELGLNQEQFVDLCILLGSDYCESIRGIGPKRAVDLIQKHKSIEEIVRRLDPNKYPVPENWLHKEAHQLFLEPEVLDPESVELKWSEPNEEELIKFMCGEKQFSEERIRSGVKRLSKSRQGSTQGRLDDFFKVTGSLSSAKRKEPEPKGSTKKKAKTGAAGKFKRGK
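With each library titrated from low to high concentration, compounds met 10 nM FEN1 for 15 min at room temperature before 50 nM substrate was added; readings at 0 and 15 min fed four-parameter Hill curve fits.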
TDP1 block – inhibitors of human tyrosyl-DNA phosphodiesterase TDP1 | 0.28% of 350,000 active | Potency, µM (titrated, usually from 130 µM), inactives show at the top dose activity change, negative = inhibition, most hits filed as inhibitors | recombinant TDP1, AlphaScreen DNA substrate cleavage | AID 485290; further: nearly all actives have a fitted effect of over 40% in size
Target sequence (Q9NUW8 whole entry, looked up): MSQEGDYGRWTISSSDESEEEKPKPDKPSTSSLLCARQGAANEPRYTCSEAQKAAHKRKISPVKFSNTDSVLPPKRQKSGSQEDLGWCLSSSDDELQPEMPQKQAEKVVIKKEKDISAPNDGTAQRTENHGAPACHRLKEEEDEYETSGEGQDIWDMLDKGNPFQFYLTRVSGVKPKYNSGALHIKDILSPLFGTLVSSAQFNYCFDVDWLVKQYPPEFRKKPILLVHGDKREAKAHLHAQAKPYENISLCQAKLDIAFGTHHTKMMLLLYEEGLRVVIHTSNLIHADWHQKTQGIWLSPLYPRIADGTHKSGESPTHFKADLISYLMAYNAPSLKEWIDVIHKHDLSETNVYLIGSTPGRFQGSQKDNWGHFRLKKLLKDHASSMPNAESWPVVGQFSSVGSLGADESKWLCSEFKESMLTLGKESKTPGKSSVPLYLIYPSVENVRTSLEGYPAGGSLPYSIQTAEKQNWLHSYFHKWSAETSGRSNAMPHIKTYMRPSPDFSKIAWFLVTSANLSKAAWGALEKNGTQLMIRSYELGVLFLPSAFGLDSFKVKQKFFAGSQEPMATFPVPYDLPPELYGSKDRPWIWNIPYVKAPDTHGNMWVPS
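Recombinant E. coli-expressed Tdp1 (1 nM) preincubated with compound 15 min at RT, then 5'-biotin/3'-phosphotyrosine-FITC DNA substrate (15 nM) added for 5 min. AlphaScreen beads (10 ug/ml) added, 10 min RT; tyrosine-FITC cleavage read as signal loss.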
N370S GC mod – inhibits or activates N370S mutant glucocerebrosidase; N370S GC spleen homogenate, 4MU-glucoside fluorescence; P04062; 0.092% of 330,000 active; AID 2101; Potency, µM (titrated, usually from 59.4 µM), for the others: at the highest dose activity change, negative = inhibition, usual class: inhibitors;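 further: 0% = full enzyme activity and -100% = no enzyme basal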
An asterisk follows results filed as active; ? = inconclusive; . = not tested or not shown; & = joins results of further samples; [ ] = another dose, or the depositor's remark. The call rests on the fitted dose curve; in most records, active means well fitted curve in the direction sought with a large enough effect; inconclusive means small, poorly fitted or top-dose-only effect, or another doubt; inactive means no such curve, though single readings can be large; an effect the other way counts as inactive or inconclusive. Unless noted, on the % scale 0 is the no-effect control and ±100 the full control effect; potency means the concentration at half of the fitted maximal effect. Compounds as they come. Share with any hit: about 0.57%.

FEN1 inhibitor,TDP1 block,N370S GC mod,Molecule
2%,2%,-1%,O=C(O)C1CCCCC1C(=O)N1CCN(S(=O)(=O)c2ccc(F)cc2)CC1 (stereo not given)
7%,3%,4%,CC(C)c1nc2sc3c(=O)[nH]cnc3c2c2c1CCC2
5%,7%,2%,CCOC(=O)c1ccc(N2C(=O)CC(C(=O)OC)=C2C)cc1
0%,2%,24%,COc1ccc(N2CC(O)=C(c3nc4ccccc4s3)C2=N)cc1
6%,13%,.,Cc1nc2c3ccccc3nc(NNC(=O)CCC(=O)N3CCN(c4cccc(Cl)c4)CC3)n2n1
.,7%,-12%,CNC1=CN=C(c2ccccc2)c2cc(Cl)ccc2N1
0%,8%,13%,O=c1[nH]c(SCc2cccc(Cl)c2)nc2ccccc12
7%,.,1%,COc1cc(NC(=O)c2ccc(F)cc2)ccc1NC(=O)c1cc2ccccc2o1
1%,-2%,0%,CCOc1ccc(OCC)c(S(=O)(=O)N2CCCCC2)c1
5%,1%,10%,COc1ccc(/C=C2\N=C(SC)N(c3ccccc3OC)C2=O)cc1
-16%,5%,-7%,CC(=O)Nc1ccc(N=Nc2ccccc2)cc1
-4%,-2%,-1%,O=C(Nc1ccccc1Cl)Nc1ccccc1Cl
5%,.,2%,CCC(=O)Nc1ccc(C=C(C(C)=O)C(C)=O)cc1
2%,4%,.,COc1ccc(CCNS(=O)(=O)c2ccc(N3CCCCS3(=O)=O)cc2)cc1
-7%,0%,4%,O=S(=O)(c1ccc(Cl)cc1)N1CCCC1c1nc(-c2ccc(Cl)cc2)no1 (stereo not given)
0%,2%,1%,Cc1cc(C(=O)N/N=C/c2cc([N+](=O)[O-])cc(C)c2O)n[nH]1
3%,-1%,-2%,CCOCCCNC(=O)c1c[nH]c2ccc(OCC)cc2c1=O
-4%,3%,.,Cc1cccc(C(=O)Nc2nc(-c3nnn(-c4cc(C)ccc4C)c3C)ns2)c1
-33%,8%,-13%,O=S(=O)(Nc1nc(-c2sccc2Cl)cs1)c1cc(Cl)ccc1Cl
-2%,-9%,3%,CC(=O)NCc1cc(-c2nn(C)c(=O)c3ccccc23)ccc1C
3%,8%,6%,C(=N\N(Cc1ccccc1)c1ccccc1)/c1ccco1
-3%,-3%,.,CCOC(=O)C1(P(=O)(c2ccccc2)c2ccccc2)CCC1
5%,3%,6%,COCCNC(=O)CN(Cc1cccs1)C(=O)CCC(=O)Nc1nccs1
3%,8%,-7%,CCN(CC(=O)Nc1c(F)cccc1F)C(=O)C1CCCN(C(=O)c2ccc(Cl)cc2)C1 (stereo not given)
-8%,.,20%,COc1ccccc1N(CC(=O)Nc1ccc(Cc2ccncc2)cc1)S(=O)(=O)c1ccccc1
-15%,.,-1%,CCOc1ccc(NS(=O)(=O)c2c(C)nc3sccn3c2=O)cc1
3%,0%,2%,Cc1cc(-n2c(SCC(=O)Nc3ccc(F)c(F)c3)nc3n[nH]c(C)c3c2=N)ccc1Cl
-19%,?,-17%,Oc1ccc(C[C@H]2CNCCN2CCc2cccc3ccccc23)cc1
-2%,2%,1%,COCCN(CCOC)S(=O)(=O)c1ccc(C(=O)Nc2nnc(C)o2)cc1
7%,.,-11%,Cc1cc(C)c2c(CN3CCCCC3)cc(=O)oc2c1
-20%,2%,.,COc1ccc(/C=C/c2nc(C#N)c(N3CCCCCC3)o2)cc1OC
14%,8%,-2%,O=C(NC(=S)N1CCOCC1)C12CCC3CC(CC(C3)C1)C2
-1%,5%,8%,CCO[C@@H]1OC(C(=O)NCc2ccccc2)=C[C@H](C2CCCCC2)[C@H]1CCCO
-11%,.,-23%,CC(=O)Oc1ccccc1N(C(C)=O)S(=O)(=O)c1cccc([N+](=O)[O-])c1
-1%,2%,0%,O=C(CCC1CCCN(C(=O)CC2=CCCCC2)C1)N1CCN(c2ccccn2)CC1 (stereo not given)
-8%,5%[0.0935 µM],3%,O=C(CN(C(=O)c1csnn1)c1ccc(F)c(Cl)c1)NCc1ccccc1
-2%,0%,2%,CCc1nc(NCC(C)C)c(C#N)c2c1COC(C)(C)C2
-1%,2%,8%,COc1ccc(C(=O)NC2(C(F)(F)F)C(=O)N(Cc3ccco3)C3=C2C(=O)CC(C)(C)C3)cc1OC (stereo not given)
3%,0%,-6%,CC1(C)OC2OC(C(=O)N/N=C/c3ccccc3F)C3OC(C)(C)OC3C2O1 (stereo not given)
-3%,-2%,.,COc1ccc(NC(=O)c2c(C)oc3ccc(O)c(CN4CCN(Cc5ccccc5)CC4)c23)cc1
0%,-1%,-2%,CCN(CC)C(=O)/C(=C\c1ccc2c(c1)OCO2)NC(=O)c1ccc(Br)cc1
-22%,-3%,.,COc1cccc(C2=CC(=O)C[C@H](c3ccc(Cl)cc3)C2)c1
17%,2%,-1%,COc1ccc(Br)cc1CNC(=O)C1CCN(S(=O)(=O)N2CCCCC2)CC1
-6%&-9%,0%,.,COc1ccc(SCCN2CC[C@@H](NC(=O)OCc3ccccc3)CCC2=O)cc1
-9%,6%,.,CC(=O)N1CCc2c(sc3nc(SCC(N)=O)n(-c4ccc(F)c(Cl)c4)c(=O)c23)C1
-3%,.,-4%,COc1ccc(Cl)cc1NC(=O)C/C(C)=N/NC(=O)c1ccccc1[N+](=O)[O-]
3%,2%,22%,CCOC(=O)CC(NC(=O)c1ccco1)c1ccc(C)cc1 (stereo not given)
-17%,1%[56.1 µM],.,COCc1c(C(=O)Nc2ccc3nc(N4CCOCC4)sc3c2)oc2ccccc12
13%,-3%,-13%,CCc1ccnc(NS(=O)(=O)c2ccc3c(c2)OCCO3)c1
-8%,9%,0%,COC(=O)C(Cc1c[nH]c2ccccc12)NC(=O)c1ccc2nc[nH]c2c1 (stereo not given)
-6%,3%,5%,COc1cc2c(cc1OC)CN(C1CCCN(Cc3cc(Cl)ccc3O)C1)CC2 (stereo not given)
16%,-3%,.,CCOc1ccccc1C(=O)Nc1ccc2nc(N(CC)CC)cc(C)c2c1
0%,.,-13%,COc1ccc(F)cc1S(=O)(=O)n1nc(C)cc1C
-17%,4%,-1%,CCC(C)(C)n1nnnc1C(c1cc2cc(C)cc(C)c2[nH]c1=O)N1CCN(C(=O)c2ccco2)CC1 (stereo not given)
4%,5%,8%,CCOC(=O)C1C2C=CC3(CN(Cc4ccccc4)C(=O)C13)O2 (stereo not given)
4%,5%,-2%,COc1ccc(C(=O)NC(=S)Nc2ccc3oc(=O)ccc3c2)cc1[N+](=O)[O-]
-7%,8%,3%,Cc1nc(SCC(=O)c2cc3ccccc3oc2=O)c(C#N)c(-c2ccccc2)c1C(=O)Nc1ccccc1
-18%,4%,.,COC(=O)c1cc(C(=O)OCC(=O)NC(=O)NCc2ccccc2)cc([N+](=O)[O-])c1
3%,2%,10%,CC(CP(=O)(O)O)NC(=O)Cc1ccccc1 (stereo not given)
-7%,.,-10%,O=C(Nc1ccc2c(c1)C(=O)NC2=O)c1cc(Cl)ccc1Cl

Carrying on.
FEN1 inhibitor,TDP1 block,N370S GC mod,Molecule
9%,.,2%,O=C(O)CCC(=O)N1N=C(c2cccs2)CC1c1cccc([N+](=O)[O-])c1 (stereo not given)
?,5%,-1%,NS(=O)(=O)c1cccc(NC(=O)c2cc(-c3cccs3)nc3ccccc23)c1
-16%,9%,-7%,COC(=O)CSC1=C(C#N)C(c2ccc(Cl)cc2)C(C(=O)OC)C(=O)N1 (stereo not given)
-7%,.,5%,COC(=O)N1C(=O)[C@](c2ccccc2)(C2CCCCC2)N1C(=O)OC
-7%,-4%,-2%,Cc1ccc(/C=N/n2nnnc2N)cc1[N+](=O)[O-]
-9%,3%,-29%,COCCNC(=S)N/N=C/c1ccc(OCc2ccc(C(=O)OC)cc2)c(OC)c1
-16%,8%,18%,COc1ccc(C2C(C#N)=C(N)N(Nc3ccccc3)C3=C2C(=O)CC(C)(C)C3)cc1C (stereo not given)
-9%,.,-17%,CCCn1c(=N)n(CC(=O)c2ccc(Cl)c(Cl)c2)c2ccccc21
-5%,5%,-3%,CSc1nc(C)c(Cc2ccccc2)c(=O)[nH]1
-1%,0%,-5%,CSc1nsc(SC)c1NC(=O)OCc1ccccc1
4%,5%,-2%,COc1ccc(Nc2cc(C)c3ccc(O)cc3n2)cc1
1%,3%,1%,CCN1CCN(c2cc(C)c3cc(NC(=S)N4CCN(c5ccccc5)CC4)ccc3n2)CC1
-4%,6%,-7%,COc1cccc(NC(=O)C2CCN(S(=O)(=O)c3ccc4[nH]c(=O)oc4c3)CC2)c1
-1%,-2%,-8%,O=C(NCc1ccc(Cl)cc1)C1CCN(S(=O)(=O)c2cccs2)CC1
9%,2%,2%,COC(=O)c1ccccc1NC(=O)Nc1cccnc1
14%,4%,-20%,Cc1ccc(CNC(=O)CC(C)S(=O)(=O)c2ccc3c(c2)NC(=O)C(C)S3)cc1 (stereo not given)
15%,4%,-17%,CC(C)Nc1nnc(SC(C)C(=O)N(C)C2CCCCC2)s1 (stereo not given)
-2%,.,-13%,COc1c(Br)cc(Br)cc1C(=O)Nc1ccccc1N1CCCC1
16%,1%,.,Cc1ccc(S(=O)(=O)N2CCN(C(=O)Cn3c(=O)oc4ccccc43)CC2)c(C)c1
-4%,-4%,-15%,COC(=O)CNC(=O)c1cn(CC(C)C)c(=O)c2cc(OC)c(OC)cc12
15%,.,-16%,Cc1cccc(NS(=O)(=O)c2cc3c(cc2C)NC(=O)CO3)c1
-2%,-5%,13%,Cc1cc([N+](=O)[O-])nn1CC(=O)Nc1cc(F)ccc1F
6%,0%,.,CC1CCC(C(=O)NC(C(=O)N2CCc3ccccc3C2)C(C)C)CC1 (stereo not given)
0%,2%,-13%,Cc1cc(OCCSc2nnc(-c3cccs3)n2C)ccc1Cl
0%,.,10%,Cc1nn(CC(=O)NCc2ccco2)c(C)c1[N+](=O)[O-]
-5%,.,?,O=C(Cn1nc(-c2ccccc2)c2ccccc2c1=O)Nc1cccc(O)c1
-22%,10%,.,COc1cc(-c2nc3ccc(Cl)cn3c2Nc2ccc3c(c2)OCCO3)ccc1O
-11%,2%,8%,Nc1cc(-c2cccc(Br)c2)nn1Cc1ccccc1
11%,2%,-11%,c1ccc(COc2ccc(OCCn3cncn3)cc2)cc1
4%,4%,9%,Cc1ccccc1Cn1cc(NC(=O)COc2ccccc2)cn1
-1%,2%,.,Cc1ccc(S(=O)(=O)N2CCOCC2)cc1NC(=O)CSc1nnnn1C1CCCC1
1%,0%,.,O=c1c2ccccc2n(Cc2c(F)cccc2Cl)c(=O)n1Cc1ccccc1
18%,9%,0%,CC(=O)c1cnc(N2CCCCC2)nc1C
3%,2%,4%,CC(C)(C)n1ncc2c(=O)n(CC(=O)NCCc3ccccc3)cnc21
-8%,1%,10%,CC1CCN(C(c2cccs2)c2nnnn2Cc2ccccc2)CC1 (stereo not given)
8%,0%,2%,CN(C)Cc1nnnn1-c1cccc(-n2nnnc2CN(C)C)c1
-6%,0%,.,CC(OC(=O)C12CCC(=O)N1c1ccccc1S2)C(=O)Nc1cccc(Cl)c1 (stereo not given)
10%,3%,.,Cn1c(=O)c2c(ncn2CC(=O)OCC(=O)Nc2cc(Cl)ccc2C#N)n(C)c1=O
-3%,0%,1%,COc1ccc(CCCc2nnc(SCC(=O)Nc3ccccc3F)o2)cc1
-3%,0%,-1%,CC(=O)N(Cc1ccccc1)c1ncc2c(n1)c(=O)c(C#N)c1ccccn12
-3%,4%,8%,Cc1ccc(-n2c(C)cc(C=C(C#N)C#N)c2C)cc1
-7%,6%,16%,CCOc1ccc(N(CC(=O)N/N=C/c2cc(Br)c(C)o2)S(C)(=O)=O)cc1
-3%,1%,-8%,CCC1(c2ccc(Cl)cc2)NC(=O)N(CC(=O)NC2CCCC(C)C2C)C1=O (stereo not given)
-22%&7%,-2%[12.3 µM],?,Cc1cc(C)n2c(Nc3ccc4c(c3)OCCO4)c(-c3ccccc3)nc2n1

Screening data deposited in PubChem BioAssay by National Center for Advancing Translational Sciences (NCATS).
